sEH inh – soluble epoxide hydrolase inhibitors, primary screen, biochemical, human sEH | recombinant human sEH enzymatic activity assay | inhibition, % at 2 µM | Bifunctional epoxide hydrolase 2 (Homo sapiens), P34913 | AID 707, 2007 | 91,000 compounds, 0.34% hits; in the data active = inhibition above about 80%; note: values of inactives mirror those of a sister screen read the other way; many of its hits are not listed in these tables
sEH activator – soluble epoxide hydrolase activators, primary screen, biochemical, human sEH; AID 717, 2007; 91,000 compounds, 0.04% hits; activation, % at 2 µM; purified human sEH enzymatic activity, activator screen; Bifunctional epoxide hydrolase 2 (Homo sapiens), P34913; in the data active = activation above about 37%; note: values of inactives mirror those of a sister screen read the other way
VCAM1 TNFa inh – inhibitors of TNFa-induced VCAM1 expression, primary screen, imaging, HUVEC, TNFa stimulus, immunofluorescence; HUVEC TNFa-induced VCAM-1 immunofluorescence, high-content imaging; 95,000 compounds, 0.48% hits; AID 802, 2007; inhibition, % at 2 µM;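 active = inhibition above the batch mean plus 3 SD, with images confirmed as a hit by eye, cut at about 37% in these data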;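 note: 0% = TNF-stimulated DMSO wells and 100% = unstimulated control wells; not every result past the cut was called active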
HUVEC tox TNFa – cytotoxicity in TNFa-stimulated HUVEC, primary screen, cytotoxicity control for VCAM1 expression modulator project, imaging, Hoechst nuclei count; HUVEC TNFalpha-stimulated, Hoechst cell count; cell count reduction, % at 2 µM; 93,000 compounds, 0.17% hits;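 active = cell count reduction exceeding the screen mean by over 5 SD, scaled to untreated wells per plate, cut at about 78% in these data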;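 note: cells counted after 24 h of TNF alpha exposure following the 1 h pretreatment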
Smad3 inh – Smad3/FoxH1 peptide binding inhibitors, primary screen, biochemical, TR-FRET | TR-FRET Smad3/Dy647-FoxH1 peptide binding, europium anti-His | 88,000 compounds, 0.29% hits | inhibition, % at 25 µM;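 active = compounds that reduce the energy-transfer binding signal between the protein and its labelled peptide by more than half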;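 note: 0% = Smad3 plus labelled peptide maximal FRET and 100% = peptide-only background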
Target sequence (P84022 whole entry, looked up): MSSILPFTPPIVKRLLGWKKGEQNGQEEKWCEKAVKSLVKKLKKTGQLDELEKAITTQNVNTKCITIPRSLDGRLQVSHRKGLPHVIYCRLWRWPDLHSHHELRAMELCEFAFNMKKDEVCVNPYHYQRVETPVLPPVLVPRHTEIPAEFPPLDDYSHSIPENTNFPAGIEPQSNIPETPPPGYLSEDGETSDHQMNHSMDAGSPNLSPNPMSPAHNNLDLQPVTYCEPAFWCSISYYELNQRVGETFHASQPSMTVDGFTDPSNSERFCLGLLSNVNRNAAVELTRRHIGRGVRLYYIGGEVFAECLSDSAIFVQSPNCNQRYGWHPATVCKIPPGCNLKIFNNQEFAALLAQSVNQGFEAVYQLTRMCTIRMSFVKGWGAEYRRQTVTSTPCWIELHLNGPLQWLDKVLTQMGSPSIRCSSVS
ERb coact inh – inhibitors of ERβ-SRC1 coactivator interaction, primary screen, biochemical, TR-FRET, ERβ LBD, SRC-1 peptide; 86,000 compounds, 1.3% hits; AID 633, 2007; TR-FRET ER-beta LBD / SRC1-Cy5 peptide binding; receptor agonist-loaded with 1 µM estradiol; Estrogen receptor beta (Homo sapiens), Q92731; inhibition, % at 25.6 µM;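 active = compounds whose percent inhibition of the receptor-coactivator binding signal exceeds about 50% in the single-dose screen, limit read from the data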;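 note: 0% = receptor plus peptide wells without compound and 100% = peptide-only wells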
Target sequence (Q92731 whole entry, looked up, the tested form may be a part): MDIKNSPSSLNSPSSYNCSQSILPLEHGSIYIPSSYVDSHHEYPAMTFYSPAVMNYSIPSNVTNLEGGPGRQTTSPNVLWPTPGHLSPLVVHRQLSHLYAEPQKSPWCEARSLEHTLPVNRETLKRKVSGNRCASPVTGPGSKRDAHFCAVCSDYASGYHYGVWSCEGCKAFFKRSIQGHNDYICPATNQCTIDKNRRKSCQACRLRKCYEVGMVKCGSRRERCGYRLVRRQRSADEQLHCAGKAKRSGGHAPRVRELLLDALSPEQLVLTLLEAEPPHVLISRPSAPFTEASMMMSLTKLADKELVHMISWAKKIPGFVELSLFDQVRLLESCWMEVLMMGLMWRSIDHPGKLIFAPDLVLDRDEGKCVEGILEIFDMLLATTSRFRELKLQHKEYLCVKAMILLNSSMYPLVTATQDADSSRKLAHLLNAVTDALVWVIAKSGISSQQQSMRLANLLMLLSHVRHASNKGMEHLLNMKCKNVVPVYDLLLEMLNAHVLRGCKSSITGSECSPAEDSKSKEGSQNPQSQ
Candida biofilm – clotrimazole potentiators killing Candida biofilms, primary screen, with clotrimazole, Alamar Blue. inhibition, % at 6 µM. C. albicans biofilm + clotrimazole. 85,000 compounds, 0.14% hits. AID 834, 2007;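 active = inhibition above 20%; inactive = inhibition below 20%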;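 note: preformed 24 hr biofilms exposed to compound for 48 hr; 0% = biofilm without compound and 100% = blank killed by clotrimazole plus chlorhexidine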
F-actin modifier – modifiers of F-actin cytoskeleton organization, primary screen, imaging, HUVEC, phalloidin staining, high-content imaging | HUVEC TNFa F-actin phalloidin imaging | AID 836, 2007 | 91,000 compounds, 0.18% hits | inhibition, % at 2 µM;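 active = inhibition above the batch mean plus 3 SD and confirmed as a hit by visual image inspection, cut at about 30% in these data, passing the limit was not always enough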; note: strong numbers were not always called active
IL1B cytotox – cytotoxicity in IL-1B stimulated HUVEC, primary screen, cytotoxicity control for IL-1B NFkB translocation project, imaging, Hoechst nuclear count, IL-1B stimulus; HUVEC cell count loss; AID 845, 2007; 94,000 compounds, 0.41% hits; cell count reduction, % at 2 µM;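 active = cell count reduction more than 3 SD above the screen-wide mean, cut at about 70% in these data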;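 note: normalized per plate to untreated control cells as the no-loss baseline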
* = called active by the depositor; / = not tested or not shown; & = joins results of further samples; [ ] = another dose, or the depositor's remark. These rows are one share of the data. The share of hits here may be higher or lower than overall.

A first look:
Results follow in this order: sEH inh	sEH activator	VCAM1 TNFa inh	HUVEC tox TNFa	Smad3 inh	ERb coact inh	Candida biofilm	F-actin modifier	IL1B cytotox
> CON/C=C(\C=Nc1ccc(F)cc1)c1ncc(C(F)(F)F)cc1Cl
    -5	5	8	-16	/	/	/	27	-4
> Cn1cccc1C(C(=O)NC1CCCCC1)N(C(=O)Cc1cccs1)c1ccc2c(c1)OCO2 (stereo unspecified)
    -13	11	13	17	-12	-2[fluorescence artefact?]	-2	2	-13
> CCC1(C)Cc2ccccc2-c2nc(-c3ccccc3)oc(=O)c21 (stereo unspecified)
    -10	9	-9	-14	-22	0	-2	-4	4
> COc1cccc(-n2c(COc3ccc(C)cc3)nnc2SCC(N)=O)c1
    -3	1	9	-13	-9	13	3	-27	11
> CC(NC(=O)NCCCn1ccnc1)(C(F)(F)F)C(F)(F)F
    /	/	-31	-46	-5	4[fluorescence artefact?]	0	16	-11
> COc1ccc(N(CC(=O)NCc2ccco2)S(=O)(=O)c2c(C)nn(C)c2C)cc1
    6	-4	6	10	0	0	-1	-10	3
> CCC(=O)Nc1ccc(N2CCC(C)CC2)cc1
    -2	4	9	-18	0	-21	3	1	4
> O=C(c1cc2nc(-c3ccco3)cc(C(F)(F)F)n2n1)N1CCN(c2ccccc2)CC1
    /	/	2	-11	-4	44	6	-11	/
> COc1ccccc1N1CCN(C(=O)CCCCn2c(=O)[nH]c3ccsc3c2=O)CC1
    2	3	8	-11	3	11	-7	-7	-4
> Cc1ccc(S(=O)(=O)N(CC(O)CN2CCCCC2)c2ccccc2)cc1 (stereo unspecified)
    -2	0	-1	-31	5	12	10	9	-1
> O=C(c1cn(-c2ccccc2)nc1-c1cccs1)N1CCN(c2ccccc2)CC1
    5	-3	0	0	8	3	1	8	-15

All compounds of this part, from the first entry:
Results follow in this order: sEH inh	sEH activator	VCAM1 TNFa inh	HUVEC tox TNFa	Smad3 inh	ERb coact inh	Candida biofilm	F-actin modifier	IL1B cytotox
> CON/C=C(\C=Nc1ccc(F)cc1)c1ncc(C(F)(F)F)cc1Cl
    -5	5	8	-16	/	/	/	27	-4
> Cn1cccc1C(C(=O)NC1CCCCC1)N(C(=O)Cc1cccs1)c1ccc2c(c1)OCO2 (stereo unspecified)
    -13	11	13	17	-12	-2[fluorescence artefact?]	-2	2	-13
> CCC1(C)Cc2ccccc2-c2nc(-c3ccccc3)oc(=O)c21 (stereo unspecified)
    -10	9	-9	-14	-22	0	-2	-4	4
> COc1cccc(-n2c(COc3ccc(C)cc3)nnc2SCC(N)=O)c1
    -3	1	9	-13	-9	13	3	-27	11
> CC(NC(=O)NCCCn1ccnc1)(C(F)(F)F)C(F)(F)F
    /	/	-31	-46	-5	4[fluorescence artefact?]	0	16	-11
> COc1ccc(N(CC(=O)NCc2ccco2)S(=O)(=O)c2c(C)nn(C)c2C)cc1
    6	-4	6	10	0	0	-1	-10	3
> CCC(=O)Nc1ccc(N2CCC(C)CC2)cc1
    -2	4	9	-18	0	-21	3	1	4
> O=C(c1cc2nc(-c3ccco3)cc(C(F)(F)F)n2n1)N1CCN(c2ccccc2)CC1
    /	/	2	-11	-4	44	6	-11	/
> COc1ccccc1N1CCN(C(=O)CCCCn2c(=O)[nH]c3ccsc3c2=O)CC1
    2	3	8	-11	3	11	-7	-7	-4
> Cc1ccc(S(=O)(=O)N(CC(O)CN2CCCCC2)c2ccccc2)cc1 (stereo unspecified)
    -2	0	-1	-31	5	12	10	9	-1

Continued.
Results follow in this order: sEH inh	sEH activator	VCAM1 TNFa inh	HUVEC tox TNFa	Smad3 inh	ERb coact inh	Candida biofilm	F-actin modifier	IL1B cytotox
> O=C(c1cn(-c2ccccc2)nc1-c1cccs1)N1CCN(c2ccccc2)CC1
    5	-3	0	0	8	3	1	8	-15
> CCCCNC(=S)N/N=C/c1ccc(C)s1
    -3	4	-36	-30	/	/	/	-12	-4
> CSc1ccc(Cl)c(C(=O)OCC(=O)NCc2ccco2)c1
    4	-6	5	-26	-3	47[fluorescence artefact?]	6	10	24
> COC(=O)c1ccc(NC(=O)CSCc2ccccc2)cc1
    1	-7	12	-18	14	7	3	4	2
> CCN(CC)C(c1ccc(F)cc1)c1nnnn1C1CCCCC1 (stereo unspecified)
    8	-7	-2	4	-2	-2	6	-7	-42
> CCCCN(CC)CCCNC(=O)C1c2ccccc2C(=O)N(C)C1c1cn(C)c2ccccc12 (stereo unspecified)
    -15	14	-2	-5	-7	-13	6	/	-3
> O=C(Nc1ncn[nH]1)c1ccc(Cl)c(S(=O)(=O)N2CCCCCC2)c1
    -20	22	2	-12	/	/	/	3	-4
> CC(CN1CCOCC1)OC(=O)COc1ccc(F)cc1 (stereo unspecified)
    8	-10	0	-10	-3	-7[fluorescence artefact?]	-4	-6	-16
> CCc1ccc(NC(=O)CNS(=O)(=O)c2c(C)noc2C)cc1
    8	-10	6	-22	/	/	/	38	5
> CCCCc1c(O)nc(SCC(=O)NCCc2ccc(OC)c(OC)c2)[nH]c1=O
    -9	8	-7	-36	-11	1	0	-8	-15

Going on with the list.
Results follow in this order: sEH inh	sEH activator	VCAM1 TNFa inh	HUVEC tox TNFa	Smad3 inh	ERb coact inh	Candida biofilm	F-actin modifier	IL1B cytotox
> CC1CCN(S(=O)(=O)c2cccc(-c3cn4cc(Cl)ccc4n3)c2)CC1
    -15	14	5	-7	-5	-10	5	10	4
> COc1ccc(NC(=O)Cn2nnc(C(=O)NCCc3ccc(OC)c(OC)c3)c2N)cc1
    -4	5	1	-8	-3	3	4	-20	/
> CC1(C)CC2(CCO1)CNC(=O)O2 (stereo unspecified)
    -14	17	-10	24	2[fluorescence artefact?]	-5	4	0	0
> CCCn1nnc(NC(=O)Cc2ccc(Cl)cc2)n1
    -2	6	-2	-7	/	/	/	1	11
> O=c1cc(O)nc(SCc2ccccc2)n1-c1ccccc1
    -18&-6	16&10	3&-8	0&-11	/	/	/	-10&-9	-62&29
> COc1cc(OC)c(C2=NOC(C(=O)N3CCCc4ccccc43)C2)cc1Cl (stereo unspecified)
    0	-2	17	-55	8	4	1	/	7
> CCCOc1ccc(CSC(CC(=O)O)C(=O)O)cc1 (stereo unspecified)
    0	-1	-5	1	/	/	/	22	-18
> CCC(=O)Nc1ccccc1C(=O)OCC(=O)c1cccc2ccccc12
    -1	2	18	23	/	/	/	3	-25
> CCCC1(C(=O)OCC)NC(c2ccc(N(C)C)cc2)C2C(=O)N(c3ccc(OCC)cc3)C(=O)C21 (stereo unspecified)
    10	-9	-7	-4	8	-13	6	-8	-5
> Cc1nn(C(=O)c2ccco2)c(C)c1Sc1ccccc1
    -6	10	29	-19	/	/	/	-16	2

Continued:
Results follow in this order: sEH inh	sEH activator	VCAM1 TNFa inh	HUVEC tox TNFa	Smad3 inh	ERb coact inh	Candida biofilm	F-actin modifier	IL1B cytotox
> CC(C)Cn1c(N)c(C(=O)COC(=O)C2=COCCO2)c(=O)n(C)c1=O
    6	-7	/	/	-2	9	5	/	11
> COc1ccc2c(=O)c(N3C(=O)c4ccccc4C3=O)coc2c1
    -1	5	20	-20	-4	10	3	7	-16
> Cc1cc(NC(=O)CCN2CCC(C(N)=O)CC2)ccc1Br
    -2	4	-3	-21	0	-7	17	2	-38
> CC1Oc2ccccc2N(CC(=O)Nc2ccc3c(c2)OCO3)C1=O (stereo unspecified)
    27	-28	6	-8	-7	8[fluorescence artefact?]	2	4	9
> CCOC(=O)c1cnn(-c2cc(Oc3ccccc3C)ncn2)c1N
    7	-6	-48	-19	/	/	/	6	0
> Cn1c(=O)[nH]c(=O)c2c1nc(Br)n2CCCO
    -10	9	-11	8	1[fluorescence artefact?]	-1	10	5	37
> O=C1NC(Cc2c[nH]c3ccccc23)C(=O)N1CCOc1ccc(F)cc1 (stereo unspecified)
    -32	35	-8	-22	3	-10	7	12	-2
> Cc1ccn2cc(CNS(=O)(=O)c3ccc4c(c3)OCCO4)nc2c1
    3	-4	-8	-6	-5	-6	4	-5	-43
> COc1ccc(NS(=O)(=O)c2c(C)n(C)c(=O)n(C)c2=O)cc1OC
    -6	5	1	-7	-3	6	1	3	-20
> Cc1ccc(C(=O)COC(=O)c2n[nH]c(=O)c3ccccc23)cc1
    -11	13	18	10	/	/	/	11	5

Following part
Results follow in this order: sEH inh	sEH activator	VCAM1 TNFa inh	HUVEC tox TNFa	Smad3 inh	ERb coact inh	Candida biofilm	F-actin modifier	IL1B cytotox
> COc1ccc(C(=O)NN)cc1COc1ccc(Br)cc1
    10	-4	-3	-36	/	/	/	37	4
> Cc1ccc(NC(=O)C2C(c3ccccc3)C2(Cl)Cl)c(C)c1 (stereo unspecified)
    8	-9	8	-17	/	/	/	-3	1
> Cc1[nH]nc2c1C(c1ccsc1)C(C#N)=C(N)O2 (stereo unspecified)
    -16	18	-4	-18	/	/	/	9	22
> C=CCN1CC(O)=C(c2ccccc2)C1=N
    -12	9	-17	-2	1	3	7	11	14
> COc1cccc2cc(C(=O)NCC3CCCO3)c(=O)oc12 (stereo unspecified)
    -4	4	-14	5	-4	-8	3	6	8
> C#CCOc1nc(OCC#C)nc(OCC#C)n1
    /	/	-9	-2	-2	-4	4	-4	5
> CCSc1nn2c(=O)c3ccccc3nc2s1
    -4	6	-8	-64	/	/	/	6	-2
> CCOc1ccc(C(=O)NCC(C)CN(C)C)cc1OCC (stereo unspecified)
    -8	12	3	-12	2	-10	11	5	-10
> Cc1ccc(C(=O)NC(N2CCCC2)C(Cl)(Cl)Cl)cc1 (stereo unspecified)
    -6	6	2	-18	/	/	/	5	/
> c1ccc(-c2nnc(-c3ccccc3)o2)cc1
    /	/	5	-13	2	-6	7	-3	-8

Remaining list, next part
Results follow in this order: sEH inh	sEH activator	VCAM1 TNFa inh	HUVEC tox TNFa	Smad3 inh	ERb coact inh	Candida biofilm	F-actin modifier	IL1B cytotox
> Cc1ccc(S(=O)(=O)N2CCN(S(C)(=O)=O)CC2)cc1
    2	-1	-8	-22	-1	1	6	-14	-24
> COc1ccc2cc3cc(C(=O)NCCN4CCN(c5ccccc5F)CC4)oc3nc2c1
    -7	7	-4	-20	3	-7	3	-36	-11
> COc1ccc(-c2cc3nc(C)cc(C)n3n2)cc1
    0	-3	12	-16	12	-6	2	-10	12
> CCOC(=O)c1sc(C)c2c1NC1(CCCCCC1)NC2=O
    6	-2	-3	-10	-8	-7	1	5	6
> CCOCc1cc(C2NC(=O)NC(C)=C2C(=O)OCC)ccc1OC (stereo unspecified)
    6	-1	-5	-10	3	-2	5	-5	10
> Cc1nc(/C=[N+](\[O-])C(C)(C)/C=N/O)n(O)c1C
    5	-6	-5	-26	0	56*[fluorescence artefact?]	6	-5	-21
> Cc1ccc(C)c(S(=O)(=O)NC(CCC(N)=O)C(=O)O)c1 (stereo unspecified)
    7	-7	-2	-17	17[fluorescence artefact?]	-4	-5	15	-20
> COC(=O)c1[nH]c2cc(OC)c(OC)cc2c1NC(=O)c1cccc(OC)c1
    7	-7	14	-18	-3	-4[fluorescence artefact?]	11	9	6
> O=S(=O)(c1ccc(Cl)cc1)N1CCC(O)(c2cccnc2)CC1
    -2	0	-18	-5	31[fluorescence artefact?]	4[fluorescence artefact?]	7	1	-103

Compound activity: PubChem BioAssay, several laboratories
